Source: PubChem
CHRM5 agonist: agonists of human muscarinic M5 receptor (CHRM5); P08912; CHO-K1 hM5 cells, Fluo-8 calcium fluorescence; 0% DMSO wells, 100% maximal acetylcholine response; activation, % at 3 µM; 360,000 tested, 0.19% active;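 active means activation above the run's mean over test compounds plus 3 SD, cut at about 23% in these data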;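 further: signal is peak over basal fluorescence ratio across the kinetic read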
CRFR2-BP ag: CRF-BP/CRF-R2 complex agonism. HEK293 CRF-R2/CRF-BP, calcium dye fluorescence (FLIPR); percent of saturating CRF peptide response. 350,000 tested, 0.46% active. activation, % at 13.2 µM. AID 588473;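 active means activation of at least 50%, plus an integration ratio under a set limit after plate pattern correction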;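 further: plate controls were neutral control wells without compound for no effect and CRF at EC100 for full effect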
CHRM1 PAM: positive allosteric modulators of human M1 muscarinic receptor | P11229 | CHO-K1 hM1, Fluo-8 calcium fluorescence, ACh EC20; 0% = ACh EC20, 100% = maximal ACh | activation, % at 3 µM | 360,000 tested, 0.088% active | AID 588819; in the data active means activation above about 19%, passing the limit was not always enough
Target sequence (P11229 whole entry, looked up): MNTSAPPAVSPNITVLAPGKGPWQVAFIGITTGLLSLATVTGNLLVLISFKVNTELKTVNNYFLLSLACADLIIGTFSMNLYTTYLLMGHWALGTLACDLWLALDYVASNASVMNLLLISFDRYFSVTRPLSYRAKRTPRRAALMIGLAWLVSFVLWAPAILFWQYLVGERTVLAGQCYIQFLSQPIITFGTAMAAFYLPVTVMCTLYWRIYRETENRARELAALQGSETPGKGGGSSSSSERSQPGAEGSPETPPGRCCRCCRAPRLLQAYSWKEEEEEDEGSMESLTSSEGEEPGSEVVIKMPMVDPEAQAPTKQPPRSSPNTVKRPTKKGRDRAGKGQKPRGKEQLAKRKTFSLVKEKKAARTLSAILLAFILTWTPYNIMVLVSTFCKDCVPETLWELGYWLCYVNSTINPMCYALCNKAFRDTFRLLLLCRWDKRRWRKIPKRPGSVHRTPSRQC
M4 PAM: potentiates acetylcholine response at human M4 receptor | activation, % at 3 µM | 360,000 tested, 0.4% active | CHO-K1 hM4/Gqi5, Fluo-8 calcium fluorescence, ACh EC20; 0% = ACh EC20, 100% = maximal ACh | AID 624126;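 active means activation above its plate's cutoff, the mean activation of sample wells plus 3 SD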; further: some results filed as inactive read as strong as hits
Target sequence (P08173 whole entry, looked up): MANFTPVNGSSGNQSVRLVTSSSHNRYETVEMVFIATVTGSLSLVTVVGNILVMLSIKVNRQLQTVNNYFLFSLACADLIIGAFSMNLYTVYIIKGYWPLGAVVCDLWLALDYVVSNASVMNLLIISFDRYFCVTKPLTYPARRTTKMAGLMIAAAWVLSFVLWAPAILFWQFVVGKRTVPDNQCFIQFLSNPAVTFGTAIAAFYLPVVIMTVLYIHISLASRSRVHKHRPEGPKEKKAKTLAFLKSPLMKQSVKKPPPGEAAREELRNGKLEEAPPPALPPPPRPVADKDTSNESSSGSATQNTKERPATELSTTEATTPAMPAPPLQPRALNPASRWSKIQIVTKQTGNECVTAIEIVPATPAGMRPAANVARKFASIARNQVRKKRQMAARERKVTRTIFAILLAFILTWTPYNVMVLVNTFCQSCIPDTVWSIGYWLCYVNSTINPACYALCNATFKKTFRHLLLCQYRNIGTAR
M5 antag: blocks acetylcholine activation of human M5 receptor; P08912; CHO-hM5 cells, Fluo-8 calcium fluorescence, ACh EC80; inhibition, % at 3 µM; 360,000 tested, 0.59% active; AID 624040;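 active means inhibition above a per-plate cutoff, the mean of that plate's test compounds plus 3 SD, cut at about 27% in these data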;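 further: 0% = acetylcholine EC80 with DMSO and 100% = DMSO without agonist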
M4 antag: CHRM4 antagonism in calcium assay | P08173 | CHO-hM4 cells, ACh EC80, Fluo-8 calcium fluorescence | inhibition, % at 3 µM | 360,000 tested, 0.73% active | AID 624125;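 active means inhibition above its plate's cutoff, the mean inhibition of sample wells plus 3 SD, cut at about 27% in these data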;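 further: 0% = acetylcholine EC80 with DMSO and 100% = DMSO without agonist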
M4 ag: CHRM4 agonism in calcium assay. P08173. activation, % at 3 µM. CHO-K1 hM4/Gqi5, Fluo-8 calcium fluorescence; vehicle 0%, full acetylcholine response 100%. 360,000 tested, 0.14% active;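 active means activation above the run mean over all test wells plus 3 SD, cut at about 32% in these data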;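 further: peak over basal fluorescence ratio per well then scaled between controls; 0% = DMSO wells and 100% = acetylcholine at EC100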
CHRM5 PAM: positive allosteric modulators of human muscarinic M5 receptor; AID 624038; 360,000 tested, 0.3% active; CHO-K1 hM5, Fluo-8 calcium, ACh EC20 PAM; 0% = ACh EC20, 100% = ACh EC100; activation, % at 3 µM;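 active means activation above the run cutoff, the mean activation of all test compounds plus 3 SD, cut at about 18% in these data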
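System: CHO-K1 hM5 cells. Reagent: acetylcholine, EC20 level. Compound dosing: single dose, 3 µM nominal final test concentration. Timing: Post-acetylcholine fluorescence recording 140 s. Detection: Fluo-8 calcium fluorescence. Read-out: % activation, ACh-normalized. Benchmarks: ACh EC20 and EC100 wells. Repeats: singlicate, one well per test compound.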
M1 antag: antagonists of human M1 muscarinic receptor. 360,000 tested, 1.3% active. AID 588852. inhibition, % at 3 µM. P11229. CHO-K1 hM1, Fluo-8 calcium fluorescence, ACh EC80 antagonist;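 active means percent inhibition above its own plate's cutoff, namely the mean of that plate's compound wells plus 3 SD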;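 further: peak over basal fluorescence ratio during 140 s after agonist addition; 0% = ACh EC80 plus DMSO and 100% = DMSO alone without agonist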
Starred values were filed as active, the others as inactive; x = no result given; & = joins results of further samples.

SMILES | CHRM5 agonist | CRFR2-BP ag | CHRM1 PAM | M4 PAM | M5 antag | M4 antag | M4 ag | CHRM5 PAM | M1 antag
Cc1ccccc1C(=O)NC(=S)Nc1sc2c(c1C#N)CCC(C)C2 (stereo not drawn) | -4 | -1.3 | 5 | 10 | 5 | 3 | 0 | -7 | -1
Fc1ccccc1N1CCN(c2nc(-c3cccs3)nc3ccccc23)CC1 | 0 | -0.6 | 6 | -5 | -1 | -8 | 1 | -1 | -2
O=C(Nc1ccc(Cl)cc1)C1CC=CCC1C(=O)OCC(F)(F)C(F)F (stereo not drawn) | -4 | 0.3 | 8 | 4 | -5 | -6 | 1 | 6 | 0
Cc1ccc(C(=O)NCC(=O)OCC(=O)Nc2ccccc2C#N)s1 | 1 | 0.7 | 2 | 1 | 1 | 4 | 3 | -1 | 5
Cc1cc(C)c2nc(SCC(=O)NCCC3=CCCCC3)cc(C)c2c1 | -2 | -1.2 | 13 | 5 | -8 | 0 | -1 | -1 | -1
CN1CCN(c2ccc(NC(=O)N3CCc4ccccc43)cc2)CC1 | -6 | 0.6 | 4 | 1 | 7 | -5 | 1 | 1 | -4
CCC(C)c1ccccc1NC(=O)COC(=O)c1ccc2[nH]c3c(c2c1)CCCC3 (stereo not drawn) | -3 | 0.7 | -10 | -13 | 9 | 20 | 4 | -10 | -2
O=C(O)c1cn(-c2ccc(F)cc2)c2cc(Cl)c(F)cc2c1=O | 2 | -0.1 | 1 | -1 | 3 | 6 | 0 | -4 | -7
COc1ccc(/C(N)=N/OC(=O)Oc2ccccc2)cc1 | -3 | -0.5 | -5 | 1 | 5 | 6 | 0 | -8 | -13
C=CCN1C(=O)/C(=C\c2ccc(C)cc2)N=C1SCC(=O)NCCC | 3 | -1.1 | 12 | 9 | -9 | 5 | 0 | 6 | -15
Oc1ccc(-c2cn3ccccc3n2)cc1 | 0 | -1.6 | 7 | 3 | -3 | -6 | 2 | 4 | -17
CN(CCc1cn[nH]c1)Cc1nc(Cc2ccccc2)no1 | 0 | 1.8 | -3 | 5 | -3 | -2 | 3 | 2 | -1
CC(C)(C)C(=O)Nc1cccc(-c2ncon2)c1 | 5 | 0.2 | 1 | -9 | 6 | 4 | 0 | -5 | -6
O=C(CN(C(=O)CCC(=O)Nc1nccs1)c1cccc(F)c1)NCCc1ccccc1 | -1 | 0.1 | 4 | 1 | 0 | -6 | 1 | 1 | -9
CCCCn1c(N)c(N(CCC(C)C)C(=O)c2ccc3c(c2)OCCO3)c(=O)[nH]c1=O | -1 | -0.1 | 4 | -2 | 3 | 2 | 1 | 2 | 1
COc1ccc(Cc2nnc(SCC(=O)N3CCCC3)o2)cc1 | 0 | -3.4 | 5 | 0 | -1 | 0 | 0 | -1 | -1
COc1ccc(NC(=S)N(CCC(C)C)C(C)c2ccncc2)cc1 (stereo not drawn) | -6 | -0.8 | 10 | 7 | 7 | 1 | 0 | 1 | -16
O=C(C[n+]1cc(Br)cc2ccccc21)c1ccc(Cl)cc1 | 3 | 1.0 | -10 | -5 | -1 | 5 | 1 | -2 | 13
COCCn1c(SCC(=O)Nc2ccc(NC(C)=O)cc2)nc2ccccc2c1=O | -3 | 0.1 | 11 | 5 | 0 | -1 | 1 | 7 | -11
N#CC1(c2ccccc2)CCC(=O)N1c1ccccc1 (stereo not drawn) | -9 | -4.3 | 6 | -4 | -1 | -10 | 0 | 8 | -13
Cc1c(O)ccc2c(O)c(NC(=O)c3ccc4c(c3)CCC(C)(C)O4)c(=O)oc12 | -2 | 0.3 | 20 | -2 | 9 | 3 | 0 | -1 | -20
COc1ccc(CNC(=O)C(OC(=O)c2ccco2)c2ccc(OC)cc2)cc1 (stereo not drawn) | -7 | 1.4 | 1 | -6 | -5 | 7 | 1 | -16 | -1
CC(NC(=S)NC1CCCCC1)C(c1cccs1)N1CCOCC1 (stereo not drawn) | -8 | -2.3 | 13 | -8 | 5 | -5 | 0 | 4 | -21
CCOCCOC(=O)c1[nH]c2c(c1C)C(=O)CC(c1cccs1)C2 (stereo not drawn) | 4 | -3.5 | 15 | -3 | -9 | -7 | 5 | 5 | -1
C[C@@H]1CN(Cc2nc(Cc3ccccc3F)no2)C[C@H](C)O1 | -4 | 0.7 | 6 | 11 | 9 | -6 | 1 | -9 | -5

Two neighbouring records out of the list so far, for reference:
SMILES | CHRM5 agonist | CRFR2-BP ag | CHRM1 PAM | M4 PAM | M5 antag | M4 antag | M4 ag | CHRM5 PAM | M1 antag
Cc1ccccc1C(=O)NC(=S)Nc1sc2c(c1C#N)CCC(C)C2 (stereo not drawn) | -4 | -1.3 | 5 | 10 | 5 | 3 | 0 | -7 | -1
Fc1ccccc1N1CCN(c2nc(-c3cccs3)nc3ccccc23)CC1 | 0 | -0.6 | 6 | -5 | -1 | -8 | 1 | -1 | -2

Single values from the results shown.
`CN1CCN(c2ccc(NC(=O)N3CCc4ccccc43)cc2)CC1` in CHRM1 PAM → 4
`COc1ccc(CNC(=O)C(OC(=O)c2ccco2)c2ccc(OC)cc2)cc1` (stereo not drawn) in M4 ag → 1
`O=C(Nc1ccc(Cl)cc1)C1CC=CCC1C(=O)OCC(F)(F)C(F)F` (stereo not drawn) in CHRM5 PAM → 6

Next part.
SMILES | CHRM5 agonist | CRFR2-BP ag | CHRM1 PAM | M4 PAM | M5 antag | M4 antag | M4 ag | CHRM5 PAM | M1 antag
O=C(/C=C/c1cccc([N+](=O)[O-])c1)OCC1CCCO1 (stereo not drawn) | -3 | 1.1 | 13 | 0 | -2 | -13 | 2 | 6 | -24
CCc1ccc([C@@H]2CC(=O)[C@@H]3CN(S(=O)(=O)c4ccccc4C)[C@H](c4ccc(Cl)cc4)C[C@@H]3N2S(=O)(=O)c2ccc(C)cc2)cc1 | 1 | x | 4 | 2 | -2 | 2 | 1 | -2 | -21
CCOC(=O)c1nn(-c2ccccc2C)c2nc(-c3ccc(Cl)cc3)c(C#N)c(=O)n12 | -7 | 0.1 | 15 | 9 | -3 | 3 | -1 | 1 | -20
COc1ccc(CCNc2ccc([N+](=O)[O-])cn2)cc1 | 0 | 3.7 | 14 | -6 | -17 | -3 | 1 | -1 | -14
Cc1nc(P(=O)(c2ccccc2)c2ccccc2)c(N2CCOCC2)o1 | -1 | 1.0 | 4 | 2 | 1 | -11 | 0 | -8 | -8
COc1ccccc1C(O)P(=O)(OC(C)C)c1ccc(N(C)C)cc1 (stereo not drawn) | 3 | -1.6 | 18 | 14 | -12 | 15 | 1 | 6 | -12
CNC(=S)NNC(=O)c1sccc1OCc1cccc(C(F)(F)F)c1 | 0 | 0.8 | 2 | -9 | 13 | -3 | 1 | -8 | 0
COc1ccc(C(=O)NCCc2cc3ccc(C)c(C)c3[nH]c2=O)cc1OC | -4 | -1.3 | 5 | -2 | -4 | -10 | 1 | 5 | 2
O=c1[nH][nH]c(=O)c2cc([N+](=O)[O-])ccc12 | 2&1 | 2.1&-1.1 | 14&9 | 14&3 | -3&5 | -6&-6 | 1&1 | 4&-4 | -21&-11
COc1ccc(C(=O)N2CCOC2CNC(=O)C(=O)NCc2ccccc2Cl)cc1 (stereo not drawn) | -2 | -0.8 | 0 | 10 | 1 | -7 | 1 | 1 | -9
O=C(Nc1ccn(Cc2c(F)c(F)cc(F)c2F)n1)c1ccc(COc2cc(Cl)ccc2Cl)o1 | -4 | 8.1 | -1 | 9 | 6 | -7 | 1 | 2 | 4
O=C(Nc1cccn(Cc2c(Cl)cccc2Cl)c1=O)c1ccc(Cl)cc1 | -1 | 0.7 | 2 | 8 | 4 | -8 | 0 | -5 | -4
CCCCCCc1cc2cc(/C(N)=N/NC(=O)c3ccncc3)c(=O)oc2cc1O | 1 | 102* | 10 | 8 | 6 | 2 | 3 | -1 | -13
COc1cc(C)c(NC(=O)C(=S)N2CCCC2)cc1C | 2 | -5.3 | 5 | 3 | -2 | -3 | 1 | 8 | -7
CCOc1ccc(OCCC(=O)OCC(=O)NC(C)c2ccccc2)cc1 (stereo not drawn) | 0 | -1.3 | 5 | 8 | -8 | -8 | 1 | 7 | -11
CN(C)NC(=O)C12CCC(C)(C(=O)O1)C2(C)C (stereo not drawn) | -1 | 0.9 | -6 | -5 | -2 | -3 | 0 | 1 | 7
O=C(COc1ccc2c3c(c(=O)oc2c1)CCC3)NC(Cc1ccc(Cl)cc1)C(=O)O (stereo not drawn) | 2 | -1.8 | -1 | 5 | 3 | -13 | 0 | -2 | 1
COc1ccc(C(=O)N2CCN(CCNC(=O)C(=O)Nc3ccc(Br)cc3)CC2)cc1 | -1 | -0.2 | 19 | 13 | 1 | 0 | 2 | 2 | -16
COc1ccc(NC(=O)CN(C)C(=O)Cc2coc3cc(C)c(C)cc23)cc1 | -3 | 0.3 | -1 | 1 | 6 | -8 | 4 | -6 | 9
CC1CCCN(C(=O)COC(=O)COc2ccc(C#N)cc2)C1 (stereo not drawn) | 6 | -1.2 | 8 | 7 | -12 | -8 | 2 | 9 | -2
CCCCn1nnnc1C(c1cccc2ccccc12)N1CCN(C/C=C/c2ccccc2)CC1 (stereo not drawn) | -6 | x | -25 | -17 | 96* | 84* | 1 | -23 | 95*
CN(C)C(=O)c1ccc(NC(=O)COC(=O)CCN=C2NS(=O)(=O)c3ccccc32)cc1 | 2 | 0.7 | 6 | -2 | -7 | 0 | 2 | 8 | 1
CCN(CC)S(=O)(=O)c1cccc(NC(=O)COc2ccc(F)cc2Br)c1 | -2 | 0.3 | -11 | -20 | 16 | 1 | 13 | -15 | 16
O=C(Nc1ccc(-n2cnnn2)cc1)C1CCCCC1 | -2 | -1.4 | 10 | 7 | -3 | 7 | 1 | 0 | -15
CCCCn1nnnc1SCC(=O)Nc1cccc(C)c1 | -3 | 0.1 | 1 | -1 | -7 | -17 | 2 | 4 | 5

More compounds.
SMILES | CHRM5 agonist | CRFR2-BP ag | CHRM1 PAM | M4 PAM | M5 antag | M4 antag | M4 ag | CHRM5 PAM | M1 antag
Cc1cccc(/C(N)=N/OC(=O)N2CCOCC2)c1 | 5 | 0.0 | 9 | 8 | 4 | 6 | 1 | -9 | -21
COc1ccc(NS(=O)(=O)c2ccc(F)cc2F)cn1 | 0 | -0.4 | 16 | 5 | -4 | -6 | 1 | 1 | -15
COc1ccc(-n2c(Cn3nnc4ccccc43)nnc2SCC(=O)O)cc1 | -1 | -2.3 | 6 | 9 | -6 | 2 | 1 | 5 | 3
COCc1nnc(NC(=O)c2ccc(NC(C)=O)cc2)s1 | 2 | -2.6 | 11 | -3 | 13 | 2 | -1 | 4 | -12
C(=N\Nc1nc2ccccc2[nH]1)/C1CCCCC1 | 0 | 1.3 | 4 | 5 | -2 | -9 | 1 | -2 | -10
CC(C)C[C@H]1COc2cccc(N3CCN(Cc4ccccc4F)CC3)c2S(=O)(=O)N1 | 2 | x | x | -7 | 9 | -11 | 22 | -12 | x
O=C(CN1CCN(S(=O)(=O)c2ccc(Cl)cc2)CC1)NCc1cccs1 | 0 | -1.6 | 7 | 10 | 5 | 1 | 2 | -3 | -3
O=C(CN1C(=O)C2(OCCO2)c2ccccc21)c1ccc(Cl)cc1 | 2 | 1.7 | 7 | 0 | 9 | 5 | 2 | -7 | -1
O=C(COC(=O)c1cc(Br)ccc1O)NC12CC3CC(CC(C3)C1)C2 | 2 | 5.5 | -4 | 1 | 4 | 10 | 1 | 6 | 5
COc1cccc(-c2csc(N3CCN(C(=O)Nc4ccccc4OC)CC3)n2)c1 | -1 | -1.1 | -5 | -10 | 3 | 5 | 4 | 0 | 7
c1ccc(OCCN2CCN(C(c3ccccc3)c3ccccc3)CC2)cc1 | -22 | -0.3 | -25 | -15 | 14 | 18 | -2 | -34 | 52*
